High-throughput results from PubChem BioAssay.
PfM18AAP inh – PfM18AAP inhibitors, malaria aminopeptidase, primary screen, biochemical, QFRET, recombinant enzyme | M18 aspartyl aminopeptidase (Plasmodium falciparum 3D7) | hit rate 1.2% among 290,000 | AID 1822, 2009 | H-Glu-NHMec fluorogenic cleavage | inhibition, % at 7.35 µM;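 active = inhibition above the campaign mean inhibition over all tested compounds plus 3 SD, cut at about 28% in these data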;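 note: 0% = plate median of test compound wells and 100% = 2 mM ZnCl2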
VIM-2 inhibitor – VIM-2 metallo-beta-lactamase inhibitors, primary screen, biochemical, epi-absorbance readout, Pseudomonas aeruginosa enzyme; inhibition, % at 5.6 µM; hit rate 0.89% among 290,000; purified VIM-2, nitrocefin hydrolysis, epi-absorbance fluorescence; AID 1527, 2009;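 active = inhibition above the mean of all tested compounds plus 3 SD, cutoff set per screening run, cut at about 7.5% in these data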;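 note: red hydrolysis product quenches plate fluorescence so inhibitors raise well fluorescence; 0% = enzyme with DMSO and 100% = DMSO without enzyme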
NALP1 yeast inh – NALP1 inflammasome inhibitors in reconstituted yeast, colorimetric, S. cerevisiae, triplicate retest. S. cerevisiae NALP1/ASC/caspase-1 growth, X-gal OD620, 72 h. inhibition, % at 10 µM. hit rate 0.61% among 280,000. AID 2071, 2009; in the data active = inhibition mostly above about 24%, no sharp cut-off; inactive = mostly below about 32%; note: some compounds called inactive have numbers as strong as hits
GPR7 antag – GPR7 receptor antagonists, primary screen, cell-based, fluorescence, single concentration; Neuropeptides B/W receptor type 1 (Homo sapiens), P48145; hit rate 1.1% among 290,000; AID 1861, 2009; inhibition, % at 4.4 µM; GPR7-expressing cells, fluorescence antagonist assay; in the data active = inhibition above about 16%, passing the limit was not always enough;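 note: cells stimulated with the agonist NPW; 0% = agonist with vehicle and 100% = vehicle without agonist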
p-CIP stab down – p/CIP-EGFP fusion destabilizers, primary screen, fluorescence, F442A cells | Q05BA5 | hit rate 0.01% among 290,000 | decrease of EGFP signal, % at 10 µM | 16 h;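 active = EGFP signal decrease of at least 30% at 10 µM or well 3 SD below plate mean, unless failing retest; inactive = the rest, including hits failing retest or dose response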; note: some compounds called inactive have numbers as strong as hits; many of its hits are not listed in these tables
IDE cell inh – human IDE inhibitors in live cells, primary screen, fluorescence polarization, HEK cells, FAbetaB substrate | Insulin-degrading enzyme (Homo sapiens), P14735 | hit rate 0.41% among 320,000 | inhibition, % at 5.59 µM | FAbetaB cleavage;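 active = percent inhibition above the average of all tested compounds plus 3 SD, set per screening campaign, cut at about 16% in these data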;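 note: IDE supplied by intact live HEK cells; FP after avidin binding of uncleaved biotin substrate so inhibition keeps polarization high; 0% = DMSO wells and 100% = 60 µM reference IDE inhibitor Ii1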
Target sequence (P14735 whole entry, looked up): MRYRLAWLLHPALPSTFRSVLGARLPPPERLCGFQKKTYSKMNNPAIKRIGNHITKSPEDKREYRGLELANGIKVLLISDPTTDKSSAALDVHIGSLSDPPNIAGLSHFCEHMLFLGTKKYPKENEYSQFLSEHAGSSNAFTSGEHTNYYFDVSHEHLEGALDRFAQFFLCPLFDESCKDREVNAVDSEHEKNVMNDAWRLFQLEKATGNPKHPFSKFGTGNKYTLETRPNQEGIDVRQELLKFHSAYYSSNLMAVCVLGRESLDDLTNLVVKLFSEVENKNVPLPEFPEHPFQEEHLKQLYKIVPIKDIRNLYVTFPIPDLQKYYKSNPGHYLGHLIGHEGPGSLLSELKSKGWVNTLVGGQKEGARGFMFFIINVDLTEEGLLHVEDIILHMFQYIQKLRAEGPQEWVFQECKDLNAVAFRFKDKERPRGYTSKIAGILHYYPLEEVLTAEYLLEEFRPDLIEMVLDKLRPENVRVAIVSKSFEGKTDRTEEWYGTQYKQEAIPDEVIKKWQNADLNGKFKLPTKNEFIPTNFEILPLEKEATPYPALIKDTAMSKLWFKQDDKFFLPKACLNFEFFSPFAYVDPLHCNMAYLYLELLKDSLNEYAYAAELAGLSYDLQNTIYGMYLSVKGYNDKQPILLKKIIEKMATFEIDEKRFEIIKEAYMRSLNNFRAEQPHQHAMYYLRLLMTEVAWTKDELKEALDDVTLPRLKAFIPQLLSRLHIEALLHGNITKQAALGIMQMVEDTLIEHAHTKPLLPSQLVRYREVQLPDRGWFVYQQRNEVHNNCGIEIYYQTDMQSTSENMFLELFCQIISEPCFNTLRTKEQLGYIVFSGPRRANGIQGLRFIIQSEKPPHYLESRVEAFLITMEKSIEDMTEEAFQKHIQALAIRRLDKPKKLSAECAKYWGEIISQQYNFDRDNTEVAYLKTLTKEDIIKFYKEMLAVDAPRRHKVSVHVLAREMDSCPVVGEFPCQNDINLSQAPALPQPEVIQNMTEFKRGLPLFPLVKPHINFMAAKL
PHOSPHO1 inh – PubChem AID 1565. Phosphoethanolamine/phosphocholine phosphatase (Homo sapiens), Q8TCT1. hit rate 1.1% among 290,000. inhibition, % at 13.3 µM. recombinant PHOSPHO1, absorbance phosphatase assay; in the data active = inhibition above about 60%
IMP-1 inh – IMP-1 metallo-beta-lactamase inhibitors, primary screen, biochemical, epi-absorbance readout, Pseudomonas aeruginosa enzyme. hit rate 0.45% among 290,000. inhibition, % at 5.6 µM. metallo-beta-lactamase IMP-1 (Pseudomonas aeruginosa). AID 1556, 2009. purified IMP-1, nitrocefin hydrolysis, epi-absorbance fluorescence;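 active = inhibition above the mean plus 3 SD of all compounds in the same screening run, cut at about 4.5% in these data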;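 note: 0% = IMP-1 with DMSO and 100% = DMSO wells lacking enzyme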
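System: purified IMP-1; amount: IMP-1 0.2 nM before substrate addition; compound: single dose, 5.6 µM; times: 25 °C, 15 min preincubation, 25 min reaction; signal: Epi-absorbance via hydrolysed-nitrocefin quenching of white-plate fluorescence, 480/530 nm, EDTA stop; benchmarks: DMSO with and without IMP-1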
IDE cell activ – human IDE activators in live cells, primary screen, fluorescence polarization, HEK cells, FAbeta-B substrate; FAbeta-B cleavage; 0% vehicle, 100% cell-free pure enzyme wells; activation, % at 5.96 µM; hit rate 0.073% among 340,000;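 active = activation above the mean of all tested compounds plus 3 SD, set per screening campaign, cut at about 17% in these data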
The depositor's hits bear a star; . = not tested or not shown; & = joins results of further samples.

SMILES	PfM18AAP inh	VIM-2 inhibitor	NALP1 yeast inh	GPR7 antag	p-CIP stab down	IDE cell inh	PHOSPHO1 inh	IMP-1 inh	IDE cell activ
CCOc1cc(/C=C2\SC(=NC)N(C)C2=O)c(Br)cc1OC(C)=O	7	1.3	-24	-14	-14	7	14	-2.0	-8
O=C(CN1C(=O)COc2ccccc21)c1ccc(Cl)cc1	-2	-4.0	19	6	-4	3	-18	-3.2	7
C=C1C(C(=O)Nc2ccccc2)C1C(=O)Nc1ccccc1 (configuration not stated)	1	-2.4	1	-14	-14	-10	19	-3.2	3
COc1ccc(C)cc1NC(=O)c1nc2nc(C)cc(C)n2n1	-3	-1.9	.	-7	.	.	.	-1.0	-2
Cc1cccc(C(=O)c2c[nH]cc2-c2ccccc2)c1	4	-2.4	20	-3	-10	2	-19	-2.2	-1
CCCCC(=O)N1CC(=O)Nc2ccc(F)cc2C1c1ccc(F)cc1 (configuration not stated)	4	1.8	12	14	4	0	36	0.4	5
COc1ccc(C)cc1NC(=O)C(=O)N1CCCC1	-4	-2.4	2	-8	-1	3	24	-2.3	4
COc1ccc(CCN2CC(C(=O)NCc3ccc(F)cc3)CC2=O)cc1OC (configuration not stated)	1	-3.5	6	0	-1	0	0	-1.7	2
C/C(=N\NC(=O)Cn1cnc2ccccc21)c1cccs1	3	-4.5	8	-7	-10	1	20	-3.0	4
O=C(NCc1ccc(Cl)cc1)C(=O)NCC1OCCN1S(=O)(=O)c1cccs1 (configuration not stated)	0	-0.7	26	-14	-1	0	-1	-2.3	3
Cc1noc(C)c1C(=O)OCC(=O)c1c[nH]c2ccccc12	1	-3.5	17	-13	-17	3	-17	-4.1	2
CNC(=O)CSc1nnnn1-c1ccc2c(c1)OCCO2	-1	-2.8	-41	-2	14	5	-8	-0.4	3
O=C(CS(=O)(=O)c1c[nH]c2ccccc12)N1CCc2ccccc21	-2	-2.9	7	-19	-3	4	12	-2.6	1
FC(F)(F)c1ccc(NC(=S)NCc2ccccc2)cc1	-2	-0.1	0	24*	-2	2	-19	-1.4	4
FC(F)(F)c1cccc(N2Cc3ccccc3C2)c1	5	-2.9	6	0	2	2	19	-4.2	4

Reprinted from the part before: 2 compounds, then new ones.
SMILES	PfM18AAP inh	VIM-2 inhibitor	NALP1 yeast inh	GPR7 antag	p-CIP stab down	IDE cell inh	PHOSPHO1 inh	IMP-1 inh	IDE cell activ
FC(F)(F)c1ccc(NC(=S)NCc2ccccc2)cc1	-2	-0.1	0	24*	-2	2	-19	-1.4	4
FC(F)(F)c1cccc(N2Cc3ccccc3C2)c1	5	-2.9	6	0	2	2	19	-4.2	4
CCNC(=O)/C(C#N)=C/c1c(N(Cc2ccccc2)Cc2ccccc2)nc2ccccn2c1=O	3	-2.1	4	-8	-9	6	4	-3.4	6
CC1CCCC(NC(=O)COC(=O)/C=C/c2ccc(S(=O)(=O)N3CCOCC3)cc2)C1C (configuration not stated)	-1	-0.4	.	-15	-7	0	34	-1.8	5
Cc1cc(-c2csc(N)n2)c(C)n1-c1ccc(Cl)c(Cl)c1	7	-2.5	.	-7	-6	-1	7	-3.9	2
COC(=O)c1cccnc1NC(=S)NC1CCCCC1	0	-3.3	-8	-16	-14	5	-15	-1.1	1
COc1ccc2nc(SCc3ccccc3C)nc(C)c2c1	1	-1.7	20	-4	12	4	9	-2.3	-3
Cc1c(C(=O)OCC(=O)NC(C)c2ccccc2)oc2ccccc12 (configuration not stated)	-2	-2.8	-16	10	-24	5	56	-4.0	0
C[n+]1ccccc1/C=N/O	1&-11	-0.5&-1.0	21&17	0&-14	-12	0&-6	6	-0.9&-1.2	5&7
COc1ccc(C(=O)NCC(=O)N2CCNC(=O)C2)cc1OC	-8	2.3	27	11	-3	-2	22	1.6	5
Cc1nc2ccccc2c(=O)n1/N=C/c1ccncc1	4	-1.8	-1	-17	-3	5	-1	-3.7	7
Cc1ccc(C(=O)Nc2ccccc2N2CCN(C(=O)C(C)C)CC2)cc1	2	-3.5	3	-10	-8	-1	9	-2.3	1
O=C(NCC1CCCO1)c1cccc(NC(=O)c2ccccc2)c1 (configuration not stated)	-3	2.6	-1	2	-6	3	38	0.4	6
C=C(C(=O)c1ccccc1)C(C)CC(=O)c1ccccc1 (configuration not stated)	3	0.1	38	7	-2	7	-24	-3.9	2
O=C(CSCc1ccc(Cl)cc1)Nc1cccc(C(=O)Nc2ccccc2C(=O)O)c1	1	-3.9	39	-2	5	-5	-11	-0.3	6
O=C(c1cc(COc2ccc(F)cc2Cl)on1)N1CCN(c2cnccn2)CC1	0	-0.6	7	-5	-6	10	28	-1.4	-25
COc1ccc(OCc2cc(/C=N\NC(=O)c3ccccc3)ccc2OC)cc1	0	-6.2	-3	-1	0	1	20	-4.2	0
CC(C)CC(c1nnnn1C(C)(C)C)N1CCN(Cc2ccccc2)CC1 (configuration not stated)	-5	-4.3	-4	19	-22	3	41	-2.1	-3
COc1ccc(C2SCC(=O)N2c2nc3ccccc3s2)cc1 (configuration not stated)	-13	1.0	9	-5	-25	1	32	-0.5	5
COc1ccccc1C(=O)N/C(=C/c1ccc(Br)cc1)C(=O)NCCCn1ccnc1	5	-3.8	7	-7	-1	-2	40	-3.3	3
O=C1Cc2ccccc2Sc2ccc(O)cc21	13	-2.9	24	-4	4	-1	-5	-1.2	8
CC(C)C(NC(=O)c1ccccc1Cl)C(=O)OCc1nc2scc(-c3ccccc3Cl)c2c(=O)[nH]1 (configuration not stated)	4	-3.8	38	0	11	-1	7	-0.2	5
CCOc1ccc(-n2nnc3c(=O)n(CC(=O)c4ccccc4)cnc32)cc1	4	0.2	.	-8	2	0	27	-2.6	4
CC(C)C(=O)Nc1ncc(Cc2cccc(Cl)c2)s1	6	-1.9	-8	6	-1	-2	43	-4.1	-2
COC(=O)CCC(=O)N1CCOCCOCCOCC1	-8	-2.1	-1	-6	11	-6	-11	-4.4	3
CCOCCCn1cnc2c3cc(F)ccc3n(C)c2c1=O	-4	1.6	-14	-8	-6	1	37	-0.7	0
COc1cc2c(cc1OC)CN(C(=O)CSc1nc(N)c(C#N)cc1C#N)CC2	7	0.7	10	-7	-18	10	-12	-0.7	0
CC1=[N+]([O-])C(N2CCOCC2)C(O)(c2ccccc2)C1 (configuration not stated)	-11	-3.3	-24	2	0	6	-6	-3.3	-3
CCN1C(=O)[C@H]2[C@@H](c3ccc(C)cc3)N3C(=O)N(c4ccc(OC)cc4)C(=O)[C@@]3(C)[C@H]2C1=O	3	-0.2	4	-6	-4	-1	4	-3.7	3
COc1cc2c(cc1OC)C(CSc1ccccc1C(=O)O)=NC(C)(C)C2	5	-1.0	-4	-17	-6	3	-24	-2.6	-4
CC(C)(C)OCC(O)CN1CCN(C(=O)c2ccccc2)CC1 (configuration not stated)	4	-0.5	20	-5	-4	6	0	-4.6	10
Cc1ccc(CNC(=O)CCOc2ccc(C(C)(C)C)cc2)cc1	-13	0.0	-2	-15	-4	-6	5	-0.8	7

Next part; it opens with the five that closed the last part.
SMILES	PfM18AAP inh	VIM-2 inhibitor	NALP1 yeast inh	GPR7 antag	p-CIP stab down	IDE cell inh	PHOSPHO1 inh	IMP-1 inh	IDE cell activ
CC1=[N+]([O-])C(N2CCOCC2)C(O)(c2ccccc2)C1 (configuration not stated)	-11	-3.3	-24	2	0	6	-6	-3.3	-3
CCN1C(=O)[C@H]2[C@@H](c3ccc(C)cc3)N3C(=O)N(c4ccc(OC)cc4)C(=O)[C@@]3(C)[C@H]2C1=O	3	-0.2	4	-6	-4	-1	4	-3.7	3
COc1cc2c(cc1OC)C(CSc1ccccc1C(=O)O)=NC(C)(C)C2	5	-1.0	-4	-17	-6	3	-24	-2.6	-4
CC(C)(C)OCC(O)CN1CCN(C(=O)c2ccccc2)CC1 (configuration not stated)	4	-0.5	20	-5	-4	6	0	-4.6	10
Cc1ccc(CNC(=O)CCOc2ccc(C(C)(C)C)cc2)cc1	-13	0.0	-2	-15	-4	-6	5	-0.8	7
COC(=O)C1Cc2ccccc2CN1C(=O)CCl (configuration not stated)	-5	1.6	-12	-10	-3	-1	28	0.4	6
O=C(COC(=O)c1cccnc1Cl)Nc1cccc(S(=O)(=O)N2CCCCC2)c1	-4	1.0	0	-14	-2	5	-24	0.6	1
COc1ccccc1OCC(=O)N(Cc1nc(-c2ccc(Cl)cc2)no1)C(C)C	3	-2.1	-28	7	-12	-3	-18	-1.9	-1
CCCC(=O)N1CCCC(c2nc(-c3cccc(OC)c3)no2)C1 (configuration not stated)	-15	0.7	-7	-8	8	-4	29	-0.3	2
O=[N+]([O-])C1=CC=C2C(=NC3(CCCCC3)N2O)C1=NCCO	-4	-2.5	3	-6	6	0	-14	-3.0	-4
CC(=O)Nc1ccc(NC(=O)C(C)OC(=O)/C=C/c2cccs2)cc1 (configuration not stated)	-1	-2.9	22	1	-5	-4	27	-2.0	0
COc1cc(/C=C/C(=O)NC(C)CCc2ccccc2)cc(OC)c1OC (configuration not stated)	-6	-2.7	16	-14	6	7	0	-2.4	-1
O=[N+]([O-])c1cc(-n2cccc2)ccc1N1CCOCC1	4	3.4	-17	-12	2	12	47	-1.4	3
CC(C)NS(=O)(=O)c1ccc(OCC(=O)Nc2ccc3c(c2)OCCO3)cc1	-1	-1.2	6	-1	3	-3	-4	-2.5	9
CCCCNS(=O)(=O)c1ccc(S(=O)(=O)n2cnc3ccccc32)cc1	-6	-0.8	4	-7	-9	-1	-4	-1.5	3
N#Cc1ccc(-c2ccc(F)cc2)nc1Oc1ccc(Cl)c(Cl)c1	-9	-1.6	-6	-7	-16	1	17	-1.8	-2
O=C(O)CN1C(=O)CSc2ccccc21	3	-0.1	3	-7	4	-1	-1	-1.1	-1
Cc1cc2ccccc2c(=O)n1CC(=O)NCCC1=CCCCC1	-2	-2.8	14	2	-7	-3	8	-1.5	4
Cc1cccc(NC(=O)CCS(=O)(=O)c2cccc3nonc23)c1C	-5	-2.9	8	4	4	1	24	-1.5	4
CCOc1nc(-c2ccc(C)cc2)ccc1-c1noc(COC)n1	-11	-1.0	11	-7	-3	3	-3	-1.3	-15

Look-ups from the list:
IDE cell inh, N#Cc1ccc(-c2ccc(F)cc2)nc1Oc1ccc(Cl)c(Cl)c1 is entered as 1
PHOSPHO1 inh, COc1ccccc1OCC(=O)N(Cc1nc(-c2ccc(Cl)cc2)no1)C(C)C is entered as -18
p-CIP stab down, CCCC(=O)N1CCCC(c2nc(-c3cccc(OC)c3)no2)C1 (configuration not stated) is entered as 8

Not a hit list. Share with any hit: about 5.3%.
